CHRM4 PAM = potentiates acetylcholine response at human M4 receptor | P08173 | CHO-K1 hM4/Gqi5, Fluo-8 calcium fluorescence, ACh EC20; 0% = ACh EC20, 100% = maximal ACh | activation, % at 3 µM | actives 0.4% (n = 360,000) | AID 624126;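 active = activation above its plate's cutoff, the mean activation of sample wells plus 3 SD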; note: some results filed as inactive read as strong as hits
Target sequence (P08173 whole entry, looked up): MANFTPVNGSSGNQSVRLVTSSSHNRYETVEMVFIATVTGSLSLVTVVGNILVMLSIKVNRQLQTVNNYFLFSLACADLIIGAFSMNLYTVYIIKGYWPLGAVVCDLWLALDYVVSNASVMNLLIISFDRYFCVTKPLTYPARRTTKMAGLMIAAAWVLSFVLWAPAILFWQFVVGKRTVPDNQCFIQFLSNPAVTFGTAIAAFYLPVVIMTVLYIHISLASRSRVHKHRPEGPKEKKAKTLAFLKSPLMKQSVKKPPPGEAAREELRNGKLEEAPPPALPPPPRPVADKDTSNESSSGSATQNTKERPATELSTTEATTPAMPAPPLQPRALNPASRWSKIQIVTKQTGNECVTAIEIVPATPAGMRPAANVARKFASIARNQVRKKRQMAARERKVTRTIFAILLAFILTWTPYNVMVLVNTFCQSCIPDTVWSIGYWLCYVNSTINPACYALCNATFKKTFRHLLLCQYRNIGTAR
M5 antag = blocks acetylcholine activation of human M5 receptor. P08912. CHO-hM5 cells, Fluo-8 calcium fluorescence, ACh EC80. inhibition, % at 3 µM. actives 0.59% (n = 360,000);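 active = inhibition above a per-plate cutoff, the mean of that plate's test compounds plus 3 SD, cut at about 27% in these data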;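 note: 0% = acetylcholine EC80 with DMSO and 100% = DMSO without agonist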
M5 PAM = CHRM5 positive allosteric modulation. activation, % at 3 µM. CHO-K1 hM5, Fluo-8 calcium, ACh EC20 PAM; 0% = ACh EC20, 100% = ACh EC100. actives 0.3% (n = 360,000). AID 624038. P08912;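 active = activation above the run cutoff, the mean activation of all test compounds plus 3 SD, cut at about 18% in these data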
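System: CHO-K1 hM5 cells. Reagent: acetylcholine, EC20 level. Compound dosing: single dose, 3 µM nominal final test concentration. Timing: Post-acetylcholine fluorescence recording 140 s. Detection: Fluo-8 calcium fluorescence. Read-out: % activation, ACh-normalized. Benchmarks: ACh EC20 and EC100 wells. Repeats: singlicate, one well per test compound.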
M4 antag = CHRM4 antagonism in calcium assay; P08173; inhibition, % at 3 µM; AID 624125; actives 0.73% (n = 360,000); CHO-hM4 cells, ACh EC80, Fluo-8 calcium fluorescence;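 active = inhibition above its plate's cutoff, the mean inhibition of sample wells plus 3 SD, cut at about 27% in these data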;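 note: 0% = acetylcholine EC80 with DMSO and 100% = DMSO without agonist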
CHRM1 PAM = positive allosteric modulators of human M1 muscarinic receptor; P11229; CHO-K1 hM1, Fluo-8 calcium fluorescence, ACh EC20; 0% = ACh EC20, 100% = maximal ACh; activation, % at 3 µM; actives 0.088% (n = 360,000); in the data active = activation above about 19%, passing the limit was not always enough
Target sequence (P11229 whole entry, looked up): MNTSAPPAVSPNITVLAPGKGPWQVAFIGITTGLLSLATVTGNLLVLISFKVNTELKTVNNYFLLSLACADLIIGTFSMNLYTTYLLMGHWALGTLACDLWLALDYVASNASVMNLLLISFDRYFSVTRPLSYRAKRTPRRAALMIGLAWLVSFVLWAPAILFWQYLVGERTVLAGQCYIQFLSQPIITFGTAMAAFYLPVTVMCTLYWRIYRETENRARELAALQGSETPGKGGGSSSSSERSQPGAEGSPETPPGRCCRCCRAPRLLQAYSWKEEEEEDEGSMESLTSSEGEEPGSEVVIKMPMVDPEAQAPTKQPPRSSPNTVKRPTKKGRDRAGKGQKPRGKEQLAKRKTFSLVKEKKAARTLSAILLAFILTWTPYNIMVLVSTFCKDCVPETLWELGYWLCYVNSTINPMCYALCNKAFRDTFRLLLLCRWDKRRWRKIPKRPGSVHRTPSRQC
CRFR2-BP ag = CRF-BP/CRF-R2 complex agonism; HEK293 CRF-R2/CRF-BP, calcium dye fluorescence (FLIPR); percent of saturating CRF peptide response; activation, % at 13.2 µM; actives 0.46% (n = 350,000); AID 588473;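 active = activation of at least 50%, plus an integration ratio under a set limit after plate pattern correction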;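 note: plate controls were neutral control wells without compound for no effect and CRF at EC100 for full effect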
M5 ag = agonists of human muscarinic M5 receptor (CHRM5); P08912; CHO-K1 hM5 cells, Fluo-8 calcium fluorescence; 0% DMSO wells, 100% maximal acetylcholine response; activation, % at 3 µM; actives 0.19% (n = 360,000);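 active = activation above the run's mean over test compounds plus 3 SD, cut at about 23% in these data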;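 note: signal is peak over basal fluorescence ratio across the kinetic read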
CRFR2-BP antag = blocks CRF-induced signaling of the CRF-BP/CRF-R2 complex; HEK293 CRF-R2/CRF-BP, CRF-induced calcium fluorescence; inhibition, % at 11.8 µM; actives 0.59% (n = 350,000); AID 588475;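 active = inhibition of the ligand-induced calcium signal above about 50% at the single tested concentration, limit read from the data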
M4 ag = agonists of human muscarinic M4 receptor (CHRM4). P08173. CHO-K1 hM4/Gqi5, Fluo-8 calcium fluorescence; vehicle 0%, full acetylcholine response 100%. activation, % at 3 µM. actives 0.14% (n = 360,000). AID 624127;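 active = activation above the run mean over all test wells plus 3 SD, cut at about 32% in these data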;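 note: peak over basal fluorescence ratio per well then scaled between controls; 0% = DMSO wells and 100% = acetylcholine at EC100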
* = called active by the depositor; . = no result given; & = joins results of further samples.

mol	CHRM4 PAM	M5 antag	M5 PAM	M4 antag	CHRM1 PAM	CRFR2-BP ag	M5 ag	CRFR2-BP antag	M4 ag
CC(C)(O)c1cc2ccccc2c(=O)o1	15	-7	15	-5	19	2.3	4	-6	2
COc1cc(C(=O)NC2CCCc3ccccc32)ccc1OCC(=O)Nc1ccc(F)cc1 (stereo unspecified)	-2	-1	-2	-11	5	-0.7	-4	-20	1
COc1ccc(Cl)cc1NC(=O)C/C(C)=N/NC(=O)COc1ccc(C)cc1	0	10	-4	-8	4	-1.8	-4	10	-1
CCN1CCN(c2nc(Nc3cccc(C)c3)nc(N)c2[N+](=O)[O-])CC1	9	10	-4	-7	0	0.5	-3	-9	1
CCN(C(=O)COC(=O)c1c2c(nc3ccccc13)/C(=C/c1ccccc1)CC(C)C2)C1CCS(=O)(=O)C1 (stereo unspecified)	3	4	0	0	-5	-0.2	4	-63	6
CN1C(C(=O)NCc2cccc(C(F)(F)F)c2)CC2Cn3c(nc4cc5ccccc5cc43)C21 (stereo unspecified)	3	16	2	3	-15	-1.2	3	-3	5
Cc1ccc(N2CC(C(=O)NCCC3=CCCCC3)CC2=O)cc1 (stereo unspecified)	5	3	0	-10	8	-1.3	-1	15	1
C=CCN(Cc1cccs1)C(=O)COc1ccc2c(c1)OCO2	1	6	-3	5	5	0.1	2	8	1
O=C(Cn1cnc2c(nnn2Cc2ccc(F)cc2)c1=O)N1CCCc2ccccc21	9	-6	1	-19	2	-0.2	-1	-25	0
CCC(C)C(NC=C1C(=O)OC(C)(C)OC1=O)C(=O)O (stereo unspecified)	11	-11	4	6	7	5.8	5	5	0
C/C(=N\NC(=O)C1CC1)c1ccc(Cl)c(Cl)c1	10	3	-4	-4	2	-3.2	-3	3	1
Cc1nn(C)c(C)c1Sc1ccccc1N	5	2	-3	5	13	-0.2	2	1	5
O=C(O)C1CCCCC1C(=O)OCCCCOC(=O)C1CCCCC1C(=O)O (stereo unspecified)	1	-6	5	-2	9	15	-2	-16	0
Cc1cc(C)c2nc(NC(=O)c3cccc(S(=O)(=O)N4CCc5ccccc54)c3)sc2c1	-15	3	-7	7	1	-1.3	-1	5	1
O=C(O)C1CC(=O)N(c2ccc(F)cc2)C1 (stereo unspecified)	2	-2	6	2	9	1.0	-1	-10	0
O=C(N/N=C/C=C/c1ccccc1[N+](=O)[O-])c1cccs1	-4	-2	-1	-4	7	-0.8	-2	14	3
CC(C)(C)[C@H]1C=C(C(N)=O)O[C@@H](OCc2ccc(CO)cc2)C1	14	9	1	-8	-1	0.1	3	5	1
COc1ccc(C(=O)N=C2SC3CS(=O)(=O)CC3N2c2ccc(N(C)C)cc2)cc1OC (stereo unspecified)	-8	-1	-9	3	-9	-1.9	2	-6	15
Clc1cccc(CNc2ccn3nc(-c4ccco4)cc3n2)c1	13	-12	9	-15	16	.	4	.	2
CC(C)(CO)NC(=O)CC1C(=O)NCCN1CC(c1ccccc1)c1ccccc1 (stereo unspecified)	-1	0	6	4	3	-0.3	-2	3	1
C=CCn1c(SCC(=O)NCC2CCCO2)nc2c([nH]c3ccccc32)c1=O (stereo unspecified)	4	6	1	-11	6	-0.4	-5	0	3
O=C(Nc1cccc(C(=O)O)c1)/C(=C\c1ccc2c(c1)OCO2)NC(=O)c1ccccc1Br	2	4	-2	-16	9	1.4	1	-17	0
N#CCSc1nc2c(c(=O)n1Cc1ccccc1)C1(CCCC1)Cc1ccccc1-2	-3	0	0	1	2	1.4	2	5	-1
CCc1cccc(NC(=O)CNC(=O)N2CC(=O)Nc3ccccc32)c1	1	10	-6	7	-7	0.4	-3	-11	3
COc1ccccc1NC(=O)Cn1nnc(C(=O)NCc2cccs2)c1N	1	-15	5	-11	4	-2.7	2	-8	1
COC(=O)c1c(NC(=O)CN2CCN(S(=O)(=O)c3ccccc3[N+](=O)[O-])CC2)sc2c1CCC(C)C2 (stereo unspecified)	3	-1	-7	7	-4	-1.9	-1	-12	3
COc1ccccc1NC(=O)C(C)OC(=O)/C(=C/c1ccccc1)NC(C)=O (stereo unspecified)	-1	9	-2	-5	1	-1.6	1	-3	1
O=C(O)CC1SC(=Nc2ccc(O)cc2)NC1=O (stereo unspecified)	-4	6	0	11	9	0.1	-2	-5	1
CC(OC(=O)CNC(=O)COc1ccccc1)C(=O)N(C)Cc1ccccc1 (stereo unspecified)	-3	5	2	3	4	-0.4	-2	4	1
Cc1ccc(Nc2nc(C)c(CCC(C)C)c(=O)[nH]2)cc1	-5	2	0	4	4	-0.8	2	27	0
CCC(=O)Nc1nnc(S(=O)(=O)N2CCCc3ccccc32)s1	-4	1	-8	-24	-4	1.5	-2	-10	5
N#CC1(Cc2ccc([N+](=O)[O-])cc2)c2ccccc2C=CN1C(=O)c1ccccc1 (stereo unspecified)	3	-10	-1	-11	17	2.8	-2	18	0
COc1ccc(C2(C)NC(=O)N(CC(=O)Nc3ccc4c(c3)OCO4)C2=O)cc1OC (stereo unspecified)	13	-2	3	-5	10	-1.6	-1	-34	1
CCOC(=O)N1CCN(C(=O)CN(C2CCCCC2)S(=O)(=O)c2ccc(C)cc2)CC1	1	-4	3	8	5	-0.7	-1	-6	1
O=S(=O)(Cc1ccc(Cl)cc1)N1CCN(Cc2ccc3c(c2)OCO3)CC1	-10	0	-1	5	-9	-1.0	-3	4	3
COc1ccc(NC(=O)CCNC(=O)c2ccccc2Cl)cc1S(=O)(=O)N1CCCCC1	7	2	-6	-26	3	-1.4	-2	-11	3
COc1ccc(S(=O)(=O)NC2CCCC2)cc1Cl	9	-2	5	-7	-2	-1.2	-2	-5	2
CCOc1ccc(C(=O)Nc2sc3c(c2C(=O)OC)CC(C)(C)NC3(C)C)cc1	0	3	-5	-4	6	1.1	-1	-17	3
CCOC(=O)c1nnn(-c2nc(N(C)C)nc(N(C)C)n2)c1C	8	11	5	-5	7	-0.6	2	-2	0
O=C(CCSc1nc(-c2ccc3c(c2)OCO3)cc(C(F)(F)F)n1)NCc1ccco1	4	-8	-2	-10	3	0.0	-2	41	0
COc1ccc(CNc2ncnc3cc(Cl)ccc23)cc1OC	-9	-2	-9	-8	-3	-0.8	5	3	9
CCOC(=O)C1=C(C)NC(C)=C(C(=O)OCC)C1C(=O)OCC(=O)N1c2ccccc2CC1C (stereo unspecified)	-4&3	13&7	-7&-10	-1&2	3&-3	-0.9&-1.2	-1&-9	13&-1	4&2
O=C(NCCc1c[nH]c2ccccc12)C1CCN(Cc2ccc(Br)cc2)CC1	-15	-5	-17	-6	0	7.6	-22	-9	25
COc1ccccc1CCNC(=O)C(=O)NCC1OCCN1S(=O)(=O)c1ccc(F)cc1 (stereo unspecified)	-3	-2	-2	-7	3	-1.2	-3	3	3
COC(=O)C(C)N1C(=O)S/C(=C/c2cc(C)n(-c3ccccn3)c2C)C1=O (stereo unspecified)	-3	1	-2	-7	-5	0.4	-4	32	7
CSC1=C(C#N)C(c2ccccc2Cl)C2=C(N1)c1ccccc1C2=O (stereo unspecified)	16	2	-3	-5	9	3.0	-1	3	0
CCCCN(C=O)c1c(CC)nc2ccc(C(=O)N(C)Cc3ccco3)cn12	0	7	-2	-3	11	.	2	.	1
CC1(C)CC(=O)c2c(-c3cccs3)n[nH]c2C1	-4	1	-9	-1	8	-0.4	-4	-27	0

Some of the entries so far, with values under each structure:
Every second line gives: CHRM4 PAM, M5 antag, M5 PAM, M4 antag, CHRM1 PAM, CRFR2-BP ag, M5 ag, CRFR2-BP antag, M4 ag
O=C(CCSc1nc(-c2ccc3c(c2)OCO3)cc(C(F)(F)F)n1)NCc1ccco1
 : 4, -8, -2, -10, 3, 0.0, -2, 41, 0
COc1ccc(CNc2ncnc3cc(Cl)ccc23)cc1OC
 : -9, -2, -9, -8, -3, -0.8, 5, 3, 9
CCOC(=O)C1=C(C)NC(C)=C(C(=O)OCC)C1C(=O)OCC(=O)N1c2ccccc2CC1C (stereo unspecified)
 : -4&3, 13&7, -7&-10, -1&2, 3&-3, -0.9&-1.2, -1&-9, 13&-1, 4&2
O=C(NCCc1c[nH]c2ccccc12)C1CCN(Cc2ccc(Br)cc2)CC1
 : -15, -5, -17, -6, 0, 7.6, -22, -9, 25

(list continues)
mol	CHRM4 PAM	M5 antag	M5 PAM	M4 antag	CHRM1 PAM	CRFR2-BP ag	M5 ag	CRFR2-BP antag	M4 ag
COc1cc(/C=N/N2CCN(Cc3ccccc3)CC2)cc(OC)c1OC	7	0	1	-17	10	-0.6	0	5	1
CCS(=O)(=O)c1ccc(OC)c(N=Nc2ccc(O)c3ncccc23)c1	-3	-11	-1	0	-6	-1.8	0	-3	2
O=C(CSc1ccccn1)Nc1ccc(F)c([N+](=O)[O-])c1	-5	0	-1	-5	-1	0.1	1	5	2
COC(=O)c1ccc(CN2CCN(CC(C)C)C(CCO)C2)cc1 (stereo unspecified)	-30	8	-1	11	-17	1.3	-9	16	0
CCCCOC(=O)CSc1nc2c(cc1C#N)C(=O)CC(C)(C)C2	-6	7	-10	3	-6	-1.6	-10	-11	3
Nc1nc(Sc2ccc(C(F)(F)F)cn2)n[nH]1	-2	6	0	-4	7	1.8	-4	1	1
COC(=O)c1sccc1NC(=O)C1C2C=CC(O2)C1C(=O)O (stereo unspecified)	-2	0	-3	-10	6	-0.4	0	7	0
Cc1ccc(S(=O)(=O)CCC(=O)OCC(=O)c2c[nH]c3ccccc23)cc1	-8	7	-8	-8	-2	-7.0	-1	-15	7

Screening data as filed in PubChem BioAssay.
